Compound activity (PubChem)
STK33 inh: human STK33 kinase inhibition. hit rate 0.44% among 27,000. Q9BYT3. AID 2322. ADP-Glo luminescence, MBP substrate. inhibition, % at 12.5 µM; in the data active means inhibition above about 20%; inconclusive means no clear call, values can overlap the other calls
Target sequence (Q9BYT3 whole entry, looked up): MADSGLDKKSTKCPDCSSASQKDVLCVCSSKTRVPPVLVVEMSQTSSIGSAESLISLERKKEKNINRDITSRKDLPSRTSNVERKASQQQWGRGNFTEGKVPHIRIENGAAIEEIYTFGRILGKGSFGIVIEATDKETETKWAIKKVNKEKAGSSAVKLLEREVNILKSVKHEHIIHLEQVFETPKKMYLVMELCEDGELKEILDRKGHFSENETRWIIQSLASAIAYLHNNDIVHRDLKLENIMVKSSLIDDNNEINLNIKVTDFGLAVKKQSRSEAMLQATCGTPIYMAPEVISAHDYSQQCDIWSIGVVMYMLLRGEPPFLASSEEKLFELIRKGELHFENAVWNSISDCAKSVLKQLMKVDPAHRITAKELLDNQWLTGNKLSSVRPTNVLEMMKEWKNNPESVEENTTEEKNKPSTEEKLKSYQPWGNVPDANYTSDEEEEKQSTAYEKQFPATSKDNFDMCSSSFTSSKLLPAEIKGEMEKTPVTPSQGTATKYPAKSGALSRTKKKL
p53 PUMA act: restores mutant p53 pathway signaling in SW480 cells. SW480 PUMA-promoter luciferase, p53 mutant reactivation. activation, % at 9.98 µM. hit rate 1.5% among 28,000; in the data active means activation above about 52%; inconclusive means no clear call, values can overlap the other calls
Starred values were filed as active, the others as inactive; ? = inconclusive; · = no result given. Some of the compounds tested; the hit share may differ from the screen's.

SMILES	STK33 inh	p53 PUMA act
COCC(=O)Nc1ccc2c(c1)[C@H]1C[C@@H](CC(=O)NCc3ccccc3OC)O[C@H](CO)[C@H]1O2	·	16
Cc1cccc(NC(=O)CSc2nnc(-c3cccs3)n2-c2ccccc2)c1	1	-3
Cc1noc(C)c1S(=O)(=O)Nc1cccc2c1O[C@H](CN(C)Cc1ccc(C(F)(F)F)cc1)[C@H](C)CN([C@H](C)CO)C2=O	·	-4
Cc1ccc(S(=O)(=O)NC(C)(C)C(=O)Oc2cc(C)c3c(c2)oc(=O)c2ccccc23)cc1	0	45
Cc1noc(C)c1S(=O)(=O)Nc1ccc2c(c1)C(=O)N([C@@H](C)CO)C[C@H](C)[C@H](CN(C)C)OCCCC[C@H](C)O2	·	-5
C[C@@H]1CN([C@@H](C)CO)C(=O)c2cc(NC(=O)c3ccncc3)ccc2O[C@@H](C)CCCCO[C@H]1CN(C)C(=O)C1CCCCC1	·	0
COc1ccc(S(=O)(=O)Nc2ccc3c(c2)CC(=O)N([C@@H](C)CO)C[C@H](C)[C@H](CN(C)CC2CCCCC2)O3)cc1	1	·
COc1ccc(C)cc1NC(=O)CNS(=O)(=O)c1ccccc1	6	20
COCC(=O)Nc1ccc2c(c1)[C@@H]1C[C@H](CC(=O)N3CCc4ccccc4C3)O[C@@H](CO)[C@@H]1O2	·	9
Cc1ccc(N(C(C)C(=O)Nc2ccccc2C(=O)N2CCCC2)S(C)(=O)=O)cc1 (configuration not stated)	0	-5
C[C@H](CO)N1C[C@H](C)[C@H](CN(C)Cc2ccc(C(F)(F)F)cc2)Oc2ccc(NS(=O)(=O)c3ccc(F)cc3)cc2C1=O	4	·
Cc1noc(C)c1NC(=O)N(C)C[C@@H]1OCCCC[C@@H](C)Oc2ccc(NC(=O)NC(C)C)cc2C(=O)N([C@H](C)CO)C[C@@H]1C	0	·
C[C@@H]1CN([C@H](C)CO)C(=O)c2cc(-c3cccc(C#N)c3)cnc2O[C@H]1CN(C)Cc1cncnc1	·	5
C[C@H](CO)N1C[C@H](C)[C@H](CN(C)C(=O)NC2CCCCC2)Oc2ccc(NC(=O)C3CC3)cc2C1=O	6	·
C[C@@H]1CN([C@@H](C)CO)C(=O)Cc2cc(NC(=O)Nc3cccc4ccccc34)ccc2O[C@H]1CN(C)C(=O)NC1CCCCC1	·	9
OC(CNCc1ccco1)c1ccccc1 (configuration not stated)	3	-1
COc1ccc2oc(-c3ccccc3)c(O)c(=O)c2c1	-1	?
Cc1ccc(S(=O)(=O)Nc2ccccc2CNc2cnc3ccccc3c2)cc1	2	-26
O=[N+]([O-])c1ccc(NCCNS(=O)(=O)c2ccc(Br)cc2)c(C(F)(F)F)c1	0	-9
Cc1cc(C(=O)Nc2cccc3c2O[C@@H](CN(C)S(=O)(=O)c2cccs2)[C@H](C)CN([C@@H](C)CO)C3=O)n(C)n1	·	1
C[C@@H]1CN([C@H](C)CO)C(=O)c2cccc(NS(=O)(=O)c3ccc(Cl)cc3)c2O[C@@H]1CN(C)Cc1ccc2c(c1)OCO2	·	-9
C[C@H]1CN([C@@H](C)CO)S(=O)(=O)c2ccc(C#Cc3ccccc3F)cc2O[C@H]1CN(C)C(=O)Cc1cccnc1	·	-29
C[C@@H]1CCCCO[C@@H](CN(C)C(=O)Nc2ccc3c(c2)OCO3)[C@@H](C)CN([C@H](C)CO)C(=O)c2cc(NC(=O)Cc3ccccc3)ccc2O1	-6	·
C[C@@H]1CN([C@@H](C)CO)C(=O)c2cc(NC(=O)C3CCCCC3)ccc2O[C@H]1CN(C)C(=O)Nc1ccccc1	0	·
C[C@@H]1CCCCO[C@H](CN(C)C)[C@H](C)CN([C@@H](C)CO)C(=O)c2cc(N(C)C)ccc2O1	·	0
Other structures
SMILES	STK33 inh	p53 PUMA act
Cc1ccc(S(=O)(=O)N(C)C[C@H]2Oc3ccc(NC(=O)Nc4ccc(F)cc4)cc3C(=O)N([C@@H](C)CO)C[C@@H]2C)cc1	0	·
NC(=S)c1ccc(N2CCC(C(F)(F)F)CC2)nc1	-3	·
C[C@H]1CN([C@@H](C)CO)C(=O)Cc2cc(NC(=O)C3CCCCC3)ccc2O[C@@H]1CN(C)C(=O)Nc1ccc(F)cc1	-2	·
COc1ccc([Si](C)(C)[C@@H]2[C@@H](CCO)O[C@]3(C(=O)N(Cc4cccc(NC(=O)[C@H](C)O)c4)c4ccccc43)[C@H]2C)cc1	16	·
CNC[C@@H]1Oc2ncc(-c3ccc(OC)cc3)cc2C(=O)N([C@H](C)CO)C[C@H]1C	·	23
O=C(O)CCC1OC(=O)C(=O)C1c1ccccc1 (configuration not stated)	-2	-1
COc1ccc(CCC(=O)O)c(O)c1	-2	·
C[C@@H]1CN([C@H](C)CO)C(=O)Cc2cc(NS(=O)(=O)c3cn(C)cn3)ccc2O[C@@H]1CN(C)Cc1ccncc1	0	·
O=C(COc1ccccc1[N+](=O)[O-])Nc1cc2nn(-c3ccccc3)nc2cc1Cl	-3	2
Cc1ccc(S(=O)(=O)N(C)C[C@@H]2Oc3ccc(NC(=O)NC4CCCCC4)cc3C(=O)N([C@H](C)CO)C[C@@H]2C)cc1	1	·
C[C@H]1CN([C@@H](C)CO)C(=O)c2cc(C#CCN(C)C)cnc2O[C@H]1CN(C)C(=O)Cc1cccnc1	·	13
COC(=O)C(CC#Cc1ccc2c(c1)[C@]1(C(=O)N2)[C@H](C(=O)N2CCN(c3ncccn3)CC2)[C@H]2C(=O)O[C@H](c3ccccc3)[C@H](c3ccccc3)N2[C@@H]1c1ccc(OCCO)cc1)C(=O)OC	7	·
CNC[C@H]1OCCCC[C@@H](C)Oc2ccc(NS(C)(=O)=O)cc2C(=O)N([C@H](C)CO)C[C@@H]1C	0	·
C[C@H](CO)N1C[C@H](C)[C@@H](CN(C)Cc2ccc(C(=O)O)cc2)OCc2cnnn2CCCC1=O	4	·
Cn1ncc(C(=O)Sc2ccc(Cl)cc2)c1-n1cccc1	·	-4
CCOC(=O)Cn1c(-c2cccnc2)nc(-c2ccccc2)c1-c1ccccc1	1	·
Cc1nc(-c2ccccn2)nc(SCC(=O)c2ccc(F)cc2)c1Cl	·	1
Cc1noc(C)c1S(=O)(=O)Nc1ccc2c(c1)C(=O)N([C@@H](C)CO)C[C@@H](C)[C@H](CN(C)S(=O)(=O)c1cccs1)O2	5	·
C[C@@H]1CN([C@H](C)CO)C(=O)c2cccc(NC(=O)NC3CCCCC3)c2O[C@@H]1CN(C)S(=O)(=O)c1cccs1	·	5
O=C(O)c1cccc(CSc2nnc(Cc3ccccc3)o2)c1	2	-12
Cc1cc(Cl)ccc1NC(=O)c1ccc(OCC(=O)Nc2ccccc2)cc1	2	-7
COc1ccc(S(=O)(=O)N(C)C[C@H]2Oc3ccc(NS(=O)(=O)c4ccc(F)cc4)cc3CC(=O)N([C@@H](C)CO)C[C@H]2C)cc1	3	·
C[C@@H]1CN([C@@H](C)CO)C(=O)c2cc(C3=CCCCC3)cnc2O[C@@H]1CN(C)C(=O)Cc1ccccc1	·	-6
CC(C)NC(=O)N(C)C[C@H]1Oc2ccc(NC(=O)Nc3ccc(C(F)(F)F)cc3)cc2C(=O)N([C@@H](C)CO)C[C@@H]1C	-3	·
C[C@H]1CN([C@@H](C)CO)C(=O)c2cc(NC(=O)Nc3ccccc3)ccc2O[C@H]1CN(C)CC1CCCCC1	-1	·

An excerpt of these results, bar-delimited.
SMILES | STK33 inh | p53 PUMA act
C[C@@H]1CN([C@H](C)CO)C(=O)c2cccc(NC(=O)NC3CCCCC3)c2O[C@@H]1CN(C)S(=O)(=O)c1cccs1 | · | 5
O=C(O)c1cccc(CSc2nnc(Cc3ccccc3)o2)c1 | 2 | -12
Cc1cc(Cl)ccc1NC(=O)c1ccc(OCC(=O)Nc2ccccc2)cc1 | 2 | -7
COc1ccc(S(=O)(=O)N(C)C[C@H]2Oc3ccc(NS(=O)(=O)c4ccc(F)cc4)cc3CC(=O)N([C@@H](C)CO)C[C@H]2C)cc1 | 3 | ·
C[C@@H]1CN([C@@H](C)CO)C(=O)c2cc(C3=CCCCC3)cnc2O[C@@H]1CN(C)C(=O)Cc1ccccc1 | · | -6

Going on with the list.
SMILES	STK33 inh	p53 PUMA act
COc1ccc(NC(=O)N(C)C[C@@H]2Oc3c(NC(=O)C4CCOCC4)cccc3C(=O)N([C@@H](C)CO)C[C@@H]2C)cc1	·	19
C[C@@H]1CN([C@H](C)CO)S(=O)(=O)c2ccc(-c3cccc(C#N)c3)cc2O[C@H]1CN(C)C(=O)c1cccnc1	·	-8
CSc1ccccc1NC(=O)CSc1nccn1C	3	6
CC(C)C[C@@H](NC(=O)OCC1c2ccccc2-c2ccccc21)C(=O)O	1	·
CC(NS(=O)(=O)c1ccccc1)C(=O)Nc1ccc2c(c1)OCCO2 (configuration not stated)	0	-5
C[C@@H]1CCCCO[C@H](CN(C)CC2CCCCC2)[C@@H](C)CN([C@H](C)CO)C(=O)c2cc(NC(=O)Nc3cccc4ccccc34)ccc2O1	4	·
COc1ccc(NC(=O)C2CCCCC2C(=O)O)cc1OC (configuration not stated)	1	8
C/C=C/C=C/C(=O)c1cc(C)c(O)c(C)c1O	-7	5
COc1cc(NC(=O)CCN2C(=O)c3ccccc3C2=O)cc(OC)c1	1	16
C[C@@H]1CCCCO[C@H](CN(C)Cc2ccncc2)[C@H](C)CN([C@H](C)CO)C(=O)c2cc(NC(=O)Nc3ccccc3)ccc2O1	·	1
COc1ccc(NC(=O)Nc2ccc3c(c2)C(=O)N([C@@H](C)CO)C[C@@H](C)[C@H](CN(C)S(C)(=O)=O)O3)cc1	·	-14
O=C(CCSc1nnc(-c2ccccc2)o1)Nc1ccc(F)cc1	3	29
CO[C@H]1/C=C\O[C@@]2(C)Oc3c(C)c(O)c4c(O)c(c(/C=N/N5CCN(C)CC5)c(O)c4c3C2=O)NC(=O)/C(C)=C\C=C[C@H](C)[C@H](O)[C@@H](C)[C@@H](O)[C@@H](C)[C@H](OC(C)=O)[C@@H]1C	-1	7
CC(C)=CC(=O)CC(O)(c1ccccc1)c1ccccc1	·	4
Cc1cc(S(=O)(=O)NCC(=O)O)ccc1Cl	-4	-12
C[C@H]1CN([C@@H](C)CO)C(=O)CCCn2cc(nn2)CO[C@H]1CN(C)C(=O)NC1CCCCC1	5	·
CC(=O)c1cccc(NC(=O)c2ccc(CNS(=O)(=O)c3ccc(C(C)(C)C)cc3)cc2)c1	4	-2
C[C@H]1CCCCO[C@H](CN(C)C)[C@@H](C)CN([C@@H](C)CO)C(=O)c2cc(NS(=O)(=O)c3cn(C)cn3)ccc2O1	·	3
C[C@@H]1CCCCO[C@@H](CN(C)C)[C@@H](C)CN([C@@H](C)CO)C(=O)c2cc(NS(=O)(=O)c3ccc(Cl)cc3)ccc2O1	·	5
Cc1noc(C)c1S(=O)(=O)N(C)C[C@H]1OCCCC[C@@H](C)Oc2ccc(NS(C)(=O)=O)cc2C(=O)N([C@@H](C)CO)C[C@H]1C	·	1
COc1ccc(S(=O)(=O)N(C)C[C@H]2Oc3ccc(NC(=O)Nc4ccccc4)cc3CC(=O)N([C@H](C)CO)C[C@H]2C)cc1	2	·
C[C@@H]1CCCCO[C@H](CN(C)C(=O)Cc2ccccc2)[C@@H](C)CN([C@@H](C)CO)C(=O)c2cc(NC(=O)c3ccncc3)ccc2O1	·	-13
COC(=O)C1=C[C@@H](O)[C@@H](O)[C@H](O[C@@H]2O[C@H](COC(=O)/C=C/c3ccccc3)[C@@H](O)[C@H](O)[C@H]2O)C1	2	11
Cn1c(SCc2nc3ccccc3[nH]2)nnc1-c1ccccn1	2	2
CC(=O)N(C)C[C@@H]1Oc2cc(-c3ccncc3)ccc2S(=O)(=O)N([C@@H](C)CO)C[C@H]1C	·	15
Further records follow.
SMILES	STK33 inh	p53 PUMA act
CC(C)c1ccc2c(c1)C(O)CC1C(C)(CO)CCCC21C (configuration not stated)	-2	-5
Cc1ccnc(SCC(=O)c2cccc([N+](=O)[O-])c2)n1	-1	16
COc1ccccc1C(=O)CSc1nnc(-c2ccccc2Cl)n1-c1ccccc1	3	6
O=S(=O)(NCC1CCCO1)c1ccc(Br)cc1 (configuration not stated)	0	·
C[C@@H]1CN([C@H](C)CO)C(=O)Cc2cc(NC(=O)Nc3ccc(C(F)(F)F)cc3)ccc2O[C@H]1CN(C)S(=O)(=O)c1ccc(F)cc1	-1	·
C=C[C@H]1[C@H](O[C@@H]2O[C@H](CO)[C@@H](O)[C@H](O)[C@H]2O)OC=C2C(=O)N3Cc4c([nH]c5ccccc5c4=O)[C@@H]3C[C@H]21	-2	·
C[C@H](CO)N1C[C@H](C)[C@H](CN(C)C(=O)C2CCCCC2)OCCCC[C@H](C)Oc2ccc(N(C)C)cc2C1=O	·	-9
C=C(C)C(=O)O[C@H]1[C@H]2C(=C)C(=O)O[C@@H]2C[C@@H](C)/C=C/C(=O)[C@](C)(O)[C@@H]1OC(=O)C(=C)C	-1	·
C=C1C(=O)O[C@@H]2/C=C(/CO)CC/C=C(/C=O)C[C@@H](O)[C@@H]12	-3	·
COc1ccccc1-c1cnc2c(c1)C(=O)N([C@@H](C)CO)C[C@H](C)[C@@H](CN(C)C(=O)c1cccnc1)O2	·	14
C[C@@H]1CN([C@@H](C)CO)C(=O)c2cc(NC(=O)c3ccncc3)ccc2O[C@@H](C)CCCCO[C@@H]1CN(C)S(=O)(=O)c1ccccc1	·	7
COc1cc(O)c(CC=C(C)C)c(O)c1C(=O)CCc1ccc(O)cc1	-1	-67
C[C@@H]1CCCCO[C@@H](CN(C)C(=O)CCC(F)(F)F)[C@@H](C)CN([C@H](C)CO)C(=O)c2cc(N(C)C)ccc2O1	-3	3

Sorted by length of the SMILES (falling): some entries from above.
SMILES	STK33 inh	p53 PUMA act
C=C[C@H]1[C@H](O[C@@H]2O[C@H](CO)[C@@H](O)[C@H](O)[C@H]2O)OC=C2C(=O)N3Cc4c([nH]c5ccccc5c4=O)[C@@H]3C[C@H]21	-2	·
C=C(C)C(=O)O[C@H]1[C@H]2C(=C)C(=O)O[C@@H]2C[C@@H](C)/C=C/C(=O)[C@](C)(O)[C@@H]1OC(=O)C(=C)C	-1	·
C[C@@H]1CCCCO[C@@H](CN(C)C(=O)CCC(F)(F)F)[C@@H](C)CN([C@H](C)CO)C(=O)c2cc(N(C)C)ccc2O1	-3	3
COc1cc(O)c(CC=C(C)C)c(O)c1C(=O)CCc1ccc(O)cc1	-1	-67
